ALOX15B inhib = qHTS Assay for Inhibitors of 15-hLO-2 (15-human lipoxygenase 2) | Polyunsaturated fatty acid lipoxygenase ALOX15B (Homo sapiens), O15296 | Potency, µM (doses to about 57.1 µM), without a hit: at the top dose activity change, negative = inhibition, actives largely listed as inhibitors | hit rate 0.56% among 110,000 | purified 15hLO-2, xylenol orange hydroperoxide absorbance | AID 881, 2007; also: potency is read from the fitted curve at half-maximal effect; nearly all actives have a fitted effect of over 60% in size; many of its hits are not listed in these tables
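Screening format was qHTS against 50 nM purified 15hLO-2 in Hepes pH 7.5 with detergent. Activity follows hydroperoxide formation from 45 uM arachidonic acid, measured as 573:405 nm absorbance ratio of the ferric-xylenol orange complex.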
12-hLO inh = qHTS Assay for Inhibitors of 12-hLO (12-human lipoxygenase); Polyunsaturated fatty acid lipoxygenase ALOX12 (Homo sapiens), P18054; purified 12-hLO, xylenol orange hydroperoxide absorbance; Potency, µM (highest dose often 57.1 µM), for inactives: top-dose activity change, negative = inhibition, most hits filed as inhibitors; hit rate 0.12% among 150,000; AID 1452, 2008; also: potency is read from the fitted curve at half-maximal effect; nearly all actives have a fitted effect of over 55% in size; many of its hits are not listed in these tables
Target sequence (P18054 whole entry, looked up): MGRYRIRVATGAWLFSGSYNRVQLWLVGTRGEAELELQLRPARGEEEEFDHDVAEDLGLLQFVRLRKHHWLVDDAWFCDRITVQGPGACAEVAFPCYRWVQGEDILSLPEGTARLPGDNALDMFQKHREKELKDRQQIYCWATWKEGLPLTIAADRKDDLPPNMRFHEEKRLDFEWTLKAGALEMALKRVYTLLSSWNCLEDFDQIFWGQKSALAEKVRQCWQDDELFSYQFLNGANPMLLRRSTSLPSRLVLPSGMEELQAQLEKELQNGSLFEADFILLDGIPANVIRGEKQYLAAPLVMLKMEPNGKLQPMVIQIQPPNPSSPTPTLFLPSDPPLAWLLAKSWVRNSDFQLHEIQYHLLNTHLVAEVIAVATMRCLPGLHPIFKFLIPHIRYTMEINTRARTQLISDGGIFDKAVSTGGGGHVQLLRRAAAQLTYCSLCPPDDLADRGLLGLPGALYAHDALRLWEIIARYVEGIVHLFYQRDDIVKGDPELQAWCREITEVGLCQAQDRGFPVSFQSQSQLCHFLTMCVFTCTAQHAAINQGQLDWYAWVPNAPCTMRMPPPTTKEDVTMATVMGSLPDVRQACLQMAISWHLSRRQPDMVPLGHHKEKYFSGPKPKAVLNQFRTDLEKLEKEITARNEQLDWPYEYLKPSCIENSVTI
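Hydroperoxide formation by human 12-lipoxygenase from 40 uM arachidonic acid was followed colorimetrically via ferric-xylenol orange complex, using the 573/405 nm absorbance ratio. Enzyme concentration was 150 nM, with 30 min reaction at room temperature.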
PNC assembly inh = High Content Assay for Compounds that inhibit the Assembly of the Perinucleolar Compartment; PC3M PTB-GFP, PNC prevalence imaging, 16 h; stronger effect = lower value; hit rate 3.1% among 140,000; activity change (PNC), negative = inhibition, % at 10 µM;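 active = readout at or below -70, meaning at least 70% loss of cells showing the perinucleolar compartment, a nuclear body marking cancer cells; inconclusive = readout between -30 and a set limit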;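 also: plate controls were DMSO wells for no effect and camptothecin positive control wells for full effect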
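Read-out is percentage of cells bearing a perinucleolar compartment, from automated 20x imaging of fixed, Hoechst-stained PC3M PTB-GFP cells. Cells were seeded 4 h, then exposed 16 h to compound (23 nl of library stock) in duplicate plates.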
IMPase inh = qHTS Assay for Identifying the Cell-Membrane Permeable IMPase Inhibitors; Inositol monophosphatase 1 (Rattus norvegicus), P97697; CHO-M1 cells, IP1 accumulation, HTRF TR-FRET ratio; inhibition (IP1 accumulation), % at 46.1 µM; 120,000 tested, under 10 active; active = well fitted curve in the direction sought with a large enough effect in the signal ratio, not every such curve was filed as active; inconclusive = small, poorly fitted or top-dose-only effect, or a change in a side signal; inactive = no such curve, though single readings can be large or run the other way; the % refers to the signal ratio;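 also: cells stimulated with carbachol in lithium chloride buffer; plate controls were DMSO basal wells for no effect and reference inhibitor wells for full effect; higher means more IMPase inhibition seen as more IP1 and lower FRET ratio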
Target sequence (P97697 whole entry, looked up): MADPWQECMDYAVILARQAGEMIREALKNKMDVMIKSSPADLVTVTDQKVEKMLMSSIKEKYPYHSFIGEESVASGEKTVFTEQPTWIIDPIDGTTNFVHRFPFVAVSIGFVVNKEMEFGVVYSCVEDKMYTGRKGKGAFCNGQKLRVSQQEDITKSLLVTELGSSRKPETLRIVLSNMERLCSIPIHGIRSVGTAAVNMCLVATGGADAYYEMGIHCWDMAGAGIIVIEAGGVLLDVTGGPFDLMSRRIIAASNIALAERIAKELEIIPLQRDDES
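The IP-One HTRF competitive assay in carbachol-stimulated CHO-M1 cells quantifies cellular IP1. Compounds spanned up to 46 uM final, and activity is expressed as AC50 from concentration-response fits of the ratio and donor data.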
* = called active by the depositor; ? = inconclusive; . = not tested or not shown; [ ] = another dose, or the depositor's remark. Unless noted, calls follow the shape of the dose curve; as a rule, active = well fitted curve in the direction sought with a large enough effect; inconclusive = small, poorly fitted or top-dose-only effect, or another doubt; inactive = no such curve, though single readings can be large; an effect the other way counts as inactive or inconclusive. Unless noted, % is scaled to controls: 0 for no effect and ±100 for the full control effect. These rows are one share of the data, so the mix of outcomes need not match the whole.

Order of values – ALOX15B inhib	12-hLO inh	PNC assembly inh	IMPase inh
- CCN1CCN(CC(=O)N/N=C/c2ccc(F)cc2F)CC1
  .	-3%	13	.
- O=C(CCN1C(=O)c2ccccc2C1=O)N1CCOCC1
  .	-1%	?	6
- Cc1cc(C(=O)N2CCN(C(c3ccccc3)c3ccccc3)CC2)on1
  4%	2%	-11	17
- CNc1ncnc2c1ncn2[C@@H]1O[C@H](CO)[C@@H](O)[C@@H]1O
  7%[25.6 µM]	0%[25.6 µM]	.	13[20.6 µM]
- CN1CC2([N+](=O)[O-])CC=C(OCCO)C([N+](=O)[O-])(C1)C2 (stereo not drawn)
  .	0%	-115*	.
- N#Cc1nc(COc2ccc(Cl)cc2)oc1N1CCCCCC1
  -3%	-11%	?	47[activator]
- Cn1c(=O)c2c(nc(N/N=C/c3cccs3)n2Cc2ccccc2)n(C)c1=O
  .	-4%	-7	.
- CCC(C)c1ccccc1NC(=S)Nc1cccnc1 (stereo not drawn)
  -30%	-3%	-4	10
- CSCCC(NC(=O)c1ccc([N+](=O)[O-])cc1Cl)C(=O)OCC(=O)NC1CCCC(C)C1C (stereo not drawn)
  .	-5%	?	.
- O=C(NCc1ccco1)c1ccccc1-c1nc(-c2ccccc2)no1
  0%	7%	-19	10
- CCOc1ccc(OCC)c(NC(=O)CSc2nnc(Cn3cnc4ccccc43)n2C)c1
  .	8%	37	-4
- CCOC(=O)COn1c(=O)c(=O)n(OC)c2ccccc21
  -4%	-1%	?	7
- O=C(C1CCC(Cn2c(=S)[nH]c3ccccc3c2=O)CC1)N1CCOCC1 (stereo not drawn)
  -8%	-5%	10	6
- CCC(Oc1ccccc1)C(=O)Nc1ccc(-c2nnc(-c3ccco3)o2)cc1 (stereo not drawn)
  -2%[11.4 µM]	1%	13	5[1.84 µM]
- Cc1cc(/C=C(\C#N)C(=O)Nc2ccccc2)c(C)n1-c1cccnc1
  .	-5%	?	-19
- CS(=O)(=O)NCc1csc(-c2ccccc2)n1
  0%	-2%	15	2
- O=C(Nc1ccc2snnc2c1)N1CCOCC1
  -6%	-5%	0	-6
- COc1cc(C2C(C#N)=C(N)Oc3c2ccc2ccccc32)ccc1OCC(=O)Nc1ccccc1C (stereo not drawn)
  -25%	-16%	57	0
- CC1(C)Cc2nc3sc4c(=O)n(CC(N)=O)cnc4c3cc2CO1
  -2%	0%	?	2
- O=C(Nc1cccc(S(=O)(=O)N2CCCC2)c1)c1ccc2c(=O)n3c(nc2c1)CCCCC3
  .	1%	?	.
- Cc1ccc(-n2nnc3c(SCC(=O)NCC4CCCO4)ncnc32)cc1 (stereo not drawn)
  5%[2.29 µM]	-4%	4	6
- COC(=O)c1ccc(NC(=O)CSC2=NCCN2)cc1
  .	-4%	17	7
- CN(C)C=Nc1ncc2c3ccccc3n(CCN(C)C)c2c1C#N
  18%	10%	59	6
- Cc1[nH]c2ccccc2c1/C=C/c1nc2ccccc2c(=O)n1-c1cccc([N+](=O)[O-])c1
  .	-3%	30	.
- CCOC(=O)CSc1nnc(Cc2cc(=O)[nH]c(=O)[nH]2)n1-c1ccc(Cl)cc1
  -8%	4%	19	7
- CCOC(=O)C1CCCN(c2cc(C)nc3cc(-c4ccc(Cl)cc4)nn23)C1 (stereo not drawn)
  .	6%	-100*	2
- O=C(COc1ccccc1Cl)NC(=S)Nc1ccc(CN2CCOCC2)cc1
  .	2%	18	.
- c1coc(-c2nc3nc4ccccc4nc3n2-c2ccc3c(c2)OCCO3)c1
  ?	-4%	-22	3
- C1CCC2(CC1)OCC1(CO2)COC2(CCCCC2)OC1
  -3%	-8%	-7	?
- CCc1nc(C)ccc1OCC(=O)NCCCN(C)C
  -27%	-19%	?	-3
- Cc1cnn(C(=S)NCc2ccco2)c1
  -14%	2%	?	-6
- CCOC(=O)N1CCN(CC(O)COCc2ccc(OC)c(OC)c2)CC1 (stereo not drawn)
  .	0%	14	.
- Cc1occc1C(=O)Nc1nccs1
  -3%	-2%	0	5
- COc1ccc(OC)c(NC(=O)Cn2c(CCC(=O)O)ccc2-c2ccccc2)c1
  .	-4%	7	.
- O=C(Nc1nnc(-c2ccncc2)s1)C1CCCO1 (stereo not drawn)
  -8%	-2%	?	-5
- Cc1ccc(NC(=O)Nc2ccc3oc(C)nc3c2)cc1
  -1%	-1%	?	5
- Cc1ccccc1OCCNC(=O)/C=C/c1ccc([N+](=O)[O-])cc1
  .	1%	-30	.
- Cc1cc(C(=O)CSc2nnc(-c3ccco3)o2)c(C)n1Cc1ccco1
  -21%	-3%	-7	12
- CC1=NN(c2ccc(F)cc2)C(=O)C1C(c1cccc(O)c1)c1c(C)[nH]n(-c2ccc(F)cc2)c1=O (stereo not drawn)
  ?	-2%	4	8
- COCCNC(=O)c1cnn2c(C(F)(F)F)cc(-c3ccc4c(c3)OCO4)nc12
  0%	-4%	3	4
- COc1cc(OC)nc(NC(=O)CCl)n1
  1%	3%	-1	1
- COC(=O)CSc1nnc(NC(=O)/C=C\c2ccc3c(c2)OCO3)s1
  .	-1%	7	.
- O=C(NC12CC3CC(CC(C3)C1)C2)N1CCC(n2nnc3ccccc32)CC1
  3%	-3%	20	2
- C=CCNC(=O)c1ccc(CNS(=O)(=O)c2ccc(NC(C)=O)cc2)cc1
  0%	3%	26	6
- CN(C)S(=O)(=O)c1cccc(C(=O)Nc2ccccc2[N+](=O)[O-])c1
  .	-3%	-7	.
- CCOc1ccc(C(=O)Nc2cnn(Cc3ccc(Cl)c(Cl)c3)c2)cc1
  -6%	-3%	?	1
- Cc1ccc(-n2nc3c(c2NC(=O)c2ccc4c(c2)OCO4)CSC3)cc1
  .	-6%	-9	3
- C=C(C)C1CC=C(C)/C(=N/NC(=O)c2ccc(NC(=O)CC)cc2)C1 (stereo not drawn)
  7%	4%	?	-3
- Cn1c(=O)c2c(nc(CN3CCN(c4ccccc4)CC3)n2Cc2ccccc2Cl)n(C)c1=O
  12%	1%	10	1
- COc1ccccc1Nc1nc(N)nc(CN2CCC(Cc3ccccc3)CC2)n1
  23%[2.29 µM]	-3%	?	3
- O=C(NC1CCCCC1)C1CCCN(S(=O)(=O)c2cccs2)C1 (stereo not drawn)
  7%	3%	133	-4
- COc1cccc(NC(=O)COC(=O)CNS(=O)(=O)c2c(F)cccc2F)c1
  .	5%	178	1
- COc1ccc(/C=c2\sc3nc(-c4ccccc4)c(-c4ccccc4)n3c2=O)cc1OC
  -27%	-9%	-17	-5
- CCOC(=O)N1CCC(NC(=O)c2cc(S(=O)(=O)N3CCc4ccccc43)cn2C)CC1
  -4%	-6%	18	9
- Cc1ccc(C(=O)Nc2ccc(Cc3ccncc3)cc2)cc1[N+](=O)[O-]
  0%	-6%	13	14
- CCOC(=O)CN1C(=O)S/C(=C/c2ccc(N3CCCCC3)o2)C1=O
  -21%	-5%	?	1
- Cn1c(SCC(=O)c2c(N)n(C)c(=O)n(C)c2=O)nnc1-c1ccccc1
  .	3%	23	.
- CCc1nc(-c2ccccc2)cc(=O)[nH]1
  -5%	2%	?	8
- CNC(=O)Oc1ccc2c(c1)C1(C)CCN(C)C1N2C (stereo not drawn)
  3%	-6%	.	-8
- COc1ccc(CCn2c(C)cc3c(c2=O)C(c2ccncc2)C(C#N)=C(N)O3)cc1OC (stereo not drawn)
  -1%	-5%	-12	-3

No new results follow: entries from further up.
Order of values – ALOX15B inhib	12-hLO inh	PNC assembly inh	IMPase inh
- CCOC(=O)N1CCC(NC(=O)c2cc(S(=O)(=O)N3CCc4ccccc43)cn2C)CC1
  -4%	-6%	18	9
- Cc1ccc(C(=O)Nc2ccc(Cc3ccncc3)cc2)cc1[N+](=O)[O-]
  0%	-6%	13	14

Continuation:
Order of values – ALOX15B inhib	12-hLO inh	PNC assembly inh	IMPase inh
- CC(C)n1c(O)c(N=Nc2ccc(Cl)nn2)c2ccccc21
  .	-6%	10	.
- CC(=O)c1sc(NC(=O)c2ccc(C)cc2)nc1C
  1%	3%	?	-1
- COc1ccc(C(=O)c2cnc3ccccc3c2-c2ccccc2)cc1
  13%	2%	72	10
- CCOc1ccc(Br)cc1S(=O)(=O)Nc1ccc(NC(=O)c2ccccc2F)cc1
  .	-5%	-8	.
- COc1ccccc1-c1cc(C(=O)N2CCN(c3ccc(F)cc3)CC2)no1
  10%	-21%	?	6
- O=C(c1ccco1)N1CCN(S(=O)(=O)c2ccc3[nH]c(=O)oc3c2)CC1
  0%	0%	31	12
- CCOC(=O)C(Cc1ccccc1)C(=O)Nc1cccc2ccccc12 (stereo not drawn)
  .	-3%	17	-10
- O=C1c2ccccc2S(=O)(=O)N1Cc1nc2ccccc2s1
  -14%	-7%	21	-1
- Cc1cc(C)c2nc(N3CCC(C(=O)N4CCN(C(=O)c5ccco5)CC4)CC3)sc2c1
  2%	-2%	7	4
- COc1ccc(CC(=O)OCC(=O)Nc2ncc(Cl)cc2Cl)cc1OC
  -6%	6%	44	5
- CCOC(=O)c1sc(NC(C)=O)c(C(=O)OCC)c1C
  19%	-3%	8	?
- FC(F)(F)c1cc(CN2CCCC3(CCNCC3)C2)cc(C(F)(F)F)c1
  58%[activator]	3%	.	.
- CCOC(=O)c1cnn2c(C)cc(-c3ccccc3)nc12
  3%	-2%	?	-5
- Cc1cc(Cl)c(OCCOCCN2CCC(C)CC2)c(Br)c1
  .	-1%	25	.
- Cc1nc(Cl)c2c(n1)N(CC(N)=O)C(=O)CO2
  .	4%	-109*	.
- COC(=O)Cn1ncc2c3ccccc3n(C)c2c1=O
  -9%	1%	4	2
- CC(=O)c1ccc(NC(=S)N2CCN(CCN3C(=O)c4cccc5cccc(c45)C3=O)CC2)cc1
  .	-3%	-30	-13
- Cc1cc(C)nc(-n2nc(C)cc2NC(=O)c2cccc(S(=O)(=O)N(C)C)c2)n1
  -3%	-3%	-16	-11
- O=C1OCCC1Sc1nc2ccccc2c(=O)n1Cc1ccc(F)cc1 (stereo not drawn)
  .	-7%	7	.
- C=CCNC(=S)NNC(=O)COc1cccc(Cl)c1
  -5%	-5%	31	2
- c1ccc(-c2ncnc3cc4n(c23)CCC4)cc1
  .	-3%	?	.
- CC1CC(C)(C)CC2(C1)NC(=O)N(CC(=O)NCCc1c[nH]c3ccccc13)C2=O (stereo not drawn)
  .	0%	?	-10
- Cc1ccc2c(CSc3nnc4ccccn34)cc(=O)oc2c1C
  .	4%	-7	.
- CCOC(=O)Cn1c(CCC(=O)O)ccc1-c1ccc(F)cc1
  .	2%	14	-11
- CSc1nc2ccccc2n1CC(=O)Nc1cc(C(F)(F)F)ccc1N1CCOCC1
  18%	0%	29	-2
- Cc1cc(C(=O)c2cnc(/N=C/N(C)C)s2)cc(C)c1O
  .	3%	10	0
- CCC(C)(C)NC(=O)C(c1ccc(C)cc1)N(Cc1ccco1)C(=O)Cn1nnc2ccccc21 (stereo not drawn)
  .	6%	-100*	-3
- C/C(=N\NC(=O)CC1N=C(Cc2ccccc2)NNC1=O)c1ccccc1 (stereo not drawn)
  -1%	3%	79	6
- COc1ccc(N2C(=O)CCC(C(=O)N3CCCCCC3)C2c2ccc(OC)c(OC)c2)cc1 (stereo not drawn)
  -4%	1%	18	7
- O=C(Nc1ccc(N2CCOCC2)cc1)C1CCN(S(=O)(=O)Cc2ccccc2)CC1
  -15%	-1%	-18	2
- Cn1ccnc1C(O)c1ccc(OCc2ccccc2)cc1 (stereo not drawn)
  50%[activator]	-14%	-11	-1
